CatS block – human cathepsin S inhibition. P25774. inhibition, %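 (tested at 5 µM per compound within 10-compound mixtures)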. AID 501. recombinant cathepsin S, AMC dipeptide fluorescence, pooled mixtures. 62,000 compounds, 0.06% hits; in the data active = inhibition above about 32%, passing the limit was not always enough;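 also: 0% = enzyme without compound and 100% = blank without enzyme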
FXIa inh mix – inhibitors of human coagulation factor XIa, pooled mixtures; inhibition, % at 5 µM; 62,000 compounds, 0.19% hits; P03951; purified FXIa, fluorogenic substrate;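 also: each value is inhibition by a whole ten-compound pool holding the compound; 0% = enzyme with no mixture and 100% = wells lacking enzyme; strong numbers were not always called active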
CatB mixtures – inhibitors of human cathepsin B in compound mixtures. AID 488. inhibition, %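 (ten-compound pools at 5 µM per compound and 50 µM total)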. P07858. 62,000 compounds, 0.06% hits. Purified cathepsin B, AMC dipeptide fluorescence; in the data active = inhibition above about 22%, passing the limit was not always enough;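 also: 0% = enzyme without compound and 100% = no enzyme blank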
C1s inh – human complement C1s inhibition; AID 538; P09871; purified C1s, fluorogenic AMC substrate, pooled mixtures; 62,000 compounds, 0.16% hits; mean inhibition % of two 10-compound mixtures (hits give high values), % at 5 µM (by protocol);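 active = inhibition above 20% in each of the two 10-compound mixture wells holding the compound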;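 also: 0% = enzyme wells lacking compound mixture and 100% = no-enzyme blank wells; some compounds called inactive have numbers as strong as hits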
FXIIa inh mix – inhibitors of human coagulation factor XIIa, pooled mixtures. purified FXIIa, fluorogenic substrate. inhibition, % at 5 µM. P00748. 62,000 compounds, 0.2% hits;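 also: 0% = enzyme without compound and 100% = no enzyme blank; some results filed as inactive read as strong as hits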
Target sequence (P00748 20-372 limits assumed): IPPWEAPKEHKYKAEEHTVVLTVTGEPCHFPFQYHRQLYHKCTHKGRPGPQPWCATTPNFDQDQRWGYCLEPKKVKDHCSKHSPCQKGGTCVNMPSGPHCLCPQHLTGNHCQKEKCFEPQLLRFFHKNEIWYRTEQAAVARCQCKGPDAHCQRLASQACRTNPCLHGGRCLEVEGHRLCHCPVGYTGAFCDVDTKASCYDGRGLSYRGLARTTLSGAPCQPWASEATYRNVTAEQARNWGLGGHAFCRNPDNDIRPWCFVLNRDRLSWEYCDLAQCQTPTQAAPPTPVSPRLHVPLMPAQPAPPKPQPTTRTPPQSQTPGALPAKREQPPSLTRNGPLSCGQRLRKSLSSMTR
Target sequence (P00748 373-615 limits assumed): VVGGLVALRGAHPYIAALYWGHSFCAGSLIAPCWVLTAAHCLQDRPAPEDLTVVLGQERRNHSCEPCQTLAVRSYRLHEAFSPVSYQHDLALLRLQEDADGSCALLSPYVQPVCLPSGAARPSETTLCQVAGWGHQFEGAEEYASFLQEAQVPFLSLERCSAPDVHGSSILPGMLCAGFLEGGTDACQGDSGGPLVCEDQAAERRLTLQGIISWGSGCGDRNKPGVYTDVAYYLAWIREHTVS
CatL block – inhibitors of human cathepsin L; purified cathepsin L, fluorogenic substrate, fluorescence; P07711; 58,000 compounds, 0.17% hits; inhibition, %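 (tested at 10 µM)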; in the data active = inhibition above about 45%;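 also: 0% = enzyme with no compound and 100% = no enzyme blank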
Target sequence (P07711 114-288 limits assumed): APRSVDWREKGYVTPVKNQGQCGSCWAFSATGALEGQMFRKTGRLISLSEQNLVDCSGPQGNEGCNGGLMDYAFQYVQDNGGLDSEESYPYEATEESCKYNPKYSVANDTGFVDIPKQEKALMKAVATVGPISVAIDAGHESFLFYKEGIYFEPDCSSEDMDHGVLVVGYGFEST
Target sequence (P07711 292-333 limits assumed): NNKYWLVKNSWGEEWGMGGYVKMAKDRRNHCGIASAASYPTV
Cathepsin G inh – blocks human cathepsin G enzyme activity; P08311; purified enzyme, AMC-tetrapeptide fluorescence, pooled mixtures; inhibition, % at 5 µM (by protocol); 62,000 compounds, 0.2% hits; AID 581;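 active = inhibition above 20% in each of the two mixture wells holding the compound; inactive = inhibition of 20% or less in either well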;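 also: 0% = enzyme control without mixture and 100% = blank lacking enzyme; strong numbers were not always called active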
Target sequence (P08311 21-244 limits assumed): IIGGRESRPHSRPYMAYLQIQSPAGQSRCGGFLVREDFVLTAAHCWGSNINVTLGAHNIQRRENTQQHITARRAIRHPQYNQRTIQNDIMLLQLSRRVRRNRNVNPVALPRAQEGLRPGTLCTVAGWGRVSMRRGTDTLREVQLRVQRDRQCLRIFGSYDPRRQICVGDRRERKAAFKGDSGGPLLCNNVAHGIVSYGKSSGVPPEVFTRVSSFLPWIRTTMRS
A340 absorber – compounds absorbing at 340 nm | compound absorbance at 340 nm, fold over control | fold change at 10 µM | 65,000 tested, under 10 active | AID 708;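 active = at 10 µM dose, initial 340 nm absorbance at least 2 fold that of control wells; inactive = change under 2 fold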;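 also: initial absorbance extrapolated from kinetic A340 decline of NADH oxidation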
CatB block – inhibitors of human cathepsin B; 63,000 compounds, 0.1% hits; purified cathepsin B, fluorogenic substrate, fluorescence; AID 453; inhibition, %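 (tested at 10 µM)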; P07858; in the data active = inhibition above about 21%;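 also: 0% = enzyme with no compound and 100% = no enzyme blank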
* marks the source's active call; other numbers are inactive results; · = no result given. Rule as the data show it, unless noted: active = inhibition above about 20% (passing the limit was not always enough); inactive = the rest. An excerpt, so the mix of outcomes need not match the whole.

CatS block,FXIa inh mix,CatB mixtures,C1s inh,FXIIa inh mix,CatL block,Cathepsin G inh,A340 absorber,CatB block,canonical_smiles
-2,9,4,-1,17,-10,-1,1,-5,O=C(CN1CCN(C(=O)c2ccco2)CC1)Nc1ccccc1-c1ccccc1
-10,10,6,19,3,-1,9,0.98,4,Cc1nc2ccc(N3C(=O)CCC3=O)cc2[nH]1
11,10,9,40,-20,7,7,0.97,-2,O=C(NC1CC2CCC1C2)C1COc2ccccc2O1 (stereo not given)
9,1,-1,5,6,12,4,1,4,Cc1ccc(-n2nc3c(c2NC(=O)c2c(-c4ccccc4Cl)noc2C)CS(=O)(=O)C3)c(C)c1
11,1,3,7,38,7,7,1,-2,COc1ccc(S(=O)(=O)CCC(=O)Nc2c(C)n(C)n(-c3ccccc3)c2=O)cc1
4,7,1,12,5,·,9,0.98,5,O=C(CN1CCC(C(=O)c2ccc(Cl)cc2)CC1)Nc1ccc2c(c1)OCCO2
2,-4,-4,-2,10,8,8,1.1,0,Cc1csc(SCC(=O)Nc2cccc3nsnc23)n1
3,-4,5,-6,-1,1,5,1,2,COc1ccc(OC)c(C2NC(=O)NC(C)=C2C(=O)Nc2ccc(C)cc2C)c1 (stereo not given)
5,2,2,16,3,20,11,0.99,3,CCOC(=O)c1cccc(NC(=O)CCn2cccc2)c1
-8,6,3,-1,-13,0,1,1,-2,O=C(COC(=O)c1cccc(NC(=O)c2ccco2)c1)c1ccc(Br)cc1
2,3,5,17,13,·,14,0.99,·,CCN(CC)CC(=O)c1c[nH]c2ccccc12
-47,-41,-17,-241,-13,-176,-26,1.1,-6,Cc1cccc(-n2c(N)c(C(=O)NCCN3CCOCC3)c3nc4ccccc4nc32)c1
14,7,5,-57,4,15,-1,1,2,COC(=O)COc1ccc(S(=O)(=O)Nc2cc(OC)ccc2OC)cc1
4,6,0,-3,-7,·,2,1,-1,O=C(NCCCc1ccccc1)c1ccccc1O
-3,1,3,0,-11,-12,8,1.1,0,CCc1c(C)sc(NC(=O)c2cc(-c3ccco3)on2)c1C#N
-2,1,2,-4,-11,·,6,1.1,6,CCNC(=O)CCn1nc(-c2ccc(Cl)cc2)c2ccccc2c1=O
-5,15,17,23,7,5,21,0.98,0,CCN(CCCNC(=O)c1[nH]c(C)c(C(C)=O)c1C)c1ccccc1
1,1,0,-7,3,24,0,1,-1,O=C(CSc1nnc(-c2ccco2)o1)NC1CC2CCC1C2 (stereo not given)
-19,-9,1,-67,7,1,0,1,1,CCc1c(C)nc(SCC(=O)CC(=O)OC(C)C)c(C#N)c1C
-3,4,1,-32,27,10,-6,1,1,CCC(C)(C)NC(=O)C(c1ccc(F)cc1)N(Cc1ccco1)C(=O)c1cnccn1 (stereo not given)
20,7,7,1,5,18,-1,1,7,CCOC(=O)C1CCN(C(=O)c2cccc(NC(=O)C(CC)CC)c2)CC1
-8,-12,-3,-84,7,3,-22,1.1,1,O=S(=O)(Nc1ccc2nc(-c3ccco3)[nH]c2c1)c1ccccc1
2,-1,-4,-14,-1,0,-3,1.1,0,COC(=O)c1ccc(COC(=O)c2ccc(-n3cnnn3)cc2)o1
-2,8,4,8,-20,-5,8,1,4,O=C1CC(c2cccnc2)c2cc3c(cc2N1)OCO3 (stereo not given)
1,4,4,6,5,·,-1,1.1,-2,CCSCCOC(=O)C1=C(C)NC(=O)NC1c1ccccc1 (stereo not given)
0,-2,1,-20,5,·,6,1,3,O=C(COc1ccccc1F)Nc1ccc(S(=O)(=O)NCc2ccco2)cc1
-2,16,6,19,2,1,11,1,4,CC12CN3CC(C)(CN(C1)C3c1ccc3ccccc3c1O)C2=O (stereo not given)
11,8,5,11,2,-12,15,1.1,1,O=c1oc(-c2cccs2)nc2sc3c(c12)CCC3
20,3,0,-16,-13,·,-6,1.1,-1,CCCc1nc(SC2CCCC2)c2c(=O)n(C)c(=O)n(C)c2n1
0,9,-3,6,-16,1,5,1,-3,O=C(NC1CCCCCC1)C1CCN(S(=O)(=O)c2ccccc2)CC1

Arranged by the number under CatB mixtures (smallest number first): three of the compounds above.
CatS block,FXIa inh mix,CatB mixtures,C1s inh,FXIIa inh mix,CatL block,Cathepsin G inh,A340 absorber,CatB block,canonical_smiles
2,-4,-4,-2,10,8,8,1.1,0,Cc1csc(SCC(=O)Nc2cccc3nsnc23)n1
-3,1,3,0,-11,-12,8,1.1,0,CCc1c(C)sc(NC(=O)c2cc(-c3ccco3)on2)c1C#N
-5,15,17,23,7,5,21,0.98,0,CCN(CCCNC(=O)c1[nH]c(C)c(C(C)=O)c1C)c1ccccc1

Carrying on.
CatS block,FXIa inh mix,CatB mixtures,C1s inh,FXIIa inh mix,CatL block,Cathepsin G inh,A340 absorber,CatB block,canonical_smiles
0,-1,-1,0,3,11,2,1,-5,CNc1nc(SCC(=O)OC)nc(N2CCOCC2)n1
-3,8,8,4,15,7,1,0.97,1,COc1cccc(-c2noc(C3CCCN(S(=O)(=O)c4cccc(Cl)c4C)C3)n2)c1 (stereo not given)
10,-8,2,28,-1,-7,-1,0.99,-2,Cc1cc(C)c(NC2=NCC(=O)N2C2CCCCC2)c(C)c1
50,6,44,14,-4,7,13,1.1,1,CCOC(=O)c1c(NC(=O)CNCCO)sc(C)c1C
0,0,3,15,4,-3,8,1,2,CCOC(=O)N1CCN(C(=O)COc2ccccc2OC)CC1
-1,11,2,7,7,-9,6,1,-1,CCC1CCCCN1C(=O)CSc1nnc(-c2ccc(OC)cc2)o1 (stereo not given)
-2,1,5,7,1,1,12,1,3,CCN(CCCNC(=O)c1ccc(N2CCCC2=O)cc1)c1cccc(C)c1
13,6,5,-25,2,·,1,1,1,C/C(CC1(O)C(=O)N(C)c2ccccc21)=N\O (stereo not given)
15,6,8,18,2,5,7,1,5,COc1cc(NC(=O)C(C)Oc2ccccc2)cc(OC)c1 (stereo not given)
0,9,4,24*,3,-18,10,1,1,O=C(Cc1ccc(-c2ccccc2)cc1)NCCN1CCOCC1
-3,4,-4,-7,-3,-7,6,1,1,COC(=O)C1=C(C)OC(N)=C(C#N)C1c1cc(OC)c(OCC(N)=O)cc1Cl (stereo not given)
7,0,5,-7,-1,14,8,0.97,6,N#CCCSc1ccccc1NC(=O)c1ccc(S(=O)(=O)N2CCCC2)cc1
3,5,4,14,3,21,7,0.99,6,O=C(O)CCC(=O)N1CCOc2ccc(Cl)cc21
10,5,1,22*,10,12,14,1.1,6,Cc1cc(NC(=O)c2cc3nc(C4CC4)cc(C(F)(F)F)n3n2)no1
22,7,1,1,-6,-3,0,0.99,2,CCC(C)[C@H](NC(=O)NCc1cccc(OC)c1)C(=O)O (stereo not given in full)
3,10,1,-28,3,10,-3,1.1,1,Cc1cccc2nc(Cn3c(=O)n(CCC(=O)NCc4ccco4)c(=O)c4sccc43)cc(=O)n12
5,-12,-6,-81,1,10,1,1,1,COc1ccc(Nc2oc(COc3ccccc3F)nc2C#N)cc1
8,-3,3,1,5,-1,5,1,1,CCOCCn1c(=O)c2c(nc3n2CCN3c2ccc(C)cc2)n(C)c1=O
0,1,1,1,10,12,-2,1,-4,O=C(Cc1ccccc1)N1CCC(c2nc(-c3ccc(F)cc3)no2)CC1
-5,9,5,19,4,-6,11,1,3,CCC(=O)N1CCc2cc(S(=O)(=O)NC(C(=O)Nc3cccc(C)n3)C(C)C)ccc21 (stereo not given)
9,11,7,-34,8,2,1,1,-2,O=C(CN1C(=O)C2(OCCO2)c2ccccc21)c1ccc(Br)cc1
-7,-3,0,-16,4,-2,-3,1,3,O=C(CN1C(=O)CCS(=O)(=O)c2ccccc21)NCc1ccccc1
21,6,6,39,10,7,9,1.1,5,O=C(Nc1ccon1)C1CCN(S(=O)(=O)c2cccs2)CC1
-6,5,2,17,19,3,14,1,0,COc1ccc(N2C(=O)C3CC(C)=C(C)CC3C2=O)c(OC)c1 (stereo not given)
8,-4,3,-17,2,9,7,1,2,CC1(C)Cc2cccc(OCC(=O)O)c2O1
0,7,2,12,0,·,10,1,-3,CCCCSc1nc2c(c(=O)[nH]c(=O)n2C)n1CCc1ccccc1
-2,0,4,1,6,6,-4,0.97,3,Cc1cc(C)nc(SCCS(=O)Cc2ccc(Cl)cc2)n1 (stereo not given)
-2,8,3,18,4,5,10,1,1,CCN1C(=O)C(CC(=O)NCc2ccc(Cl)cc2)N(CC)C1=O (stereo not given)
3,3,-1,-2,11,13,-4,1,0,COc1ccc(NS(=O)(=O)c2ccc(Oc3ncccn3)cc2)cc1
-1,9,3,22,8,1,12,1,3,COC(=O)c1ccc(NC(=O)c2cccc(OC)c2)cc1
47,-3,-5,3,8,-4,8,1,0,CCOc1cccc(N2C(=O)CC(N3CCC(C(N)=O)(N4CCCCC4)CC3)C2=O)c1 (stereo not given)
0,-2,-5,-2,2,-3,10,1,1,CCOc1ccc(C2C=C(c3ccccc3)Nc3nnnn32)cc1 (stereo not given)
6,7,4,5,-17,·,1,1,-2,COC(=O)c1ccc2c(=O)n(C3CCCCC3)c(SCC#N)nc2c1
10,4,1,-5,1,19,5,1,1,CCOc1cc(S(=O)(=O)n2cc(-c3ccc(F)cc3)c(N)n2)cc(OCC)c1OCC
6,3,0,-10,10,9,-7,1,3,COc1ccc(CN(CC(=O)NCC2CCCO2)C(=O)CCC(=O)Nc2cc(C)on2)cc1 (stereo not given)
-1,-3,2,-51,0,9,10,1,6,CCOC(=O)c1[nH]cnc1C(=O)O
-2,5,5,12,-17,8,16,0.99,3,O=C(NCCc1ccccc1)C1CCCN(C(=O)NC2CCCCC2)C1 (stereo not given)
14,10,-1,-4,7,0,3,1,-3,CC(C)Cn1c2c(c(O)c(C(=O)Nc3nccs3)c1=O)CCCC2
8,-4,1,-13,6,-22,-3,1,0,Cc1cc(N2CCCCC2)n2ncc(-c3ccc(Cl)cc3)c2n1
4,5,2,14,-1,17,9,1,0,Cc1c(C(=O)N2CCN(c3ccc(F)cc3)CC2)sc2nc(-c3ccccc3)cn12
-9,-20,2,-51,1,·,-23,1,1,O=C(COc1ccccc1)Nc1ccccc1C(=O)NCc1ccco1
-1,4,-5,-4,5,14,1,0.99,1,Cc1cc(C)n2nc(SCN3C(=O)c4ccccc4C3=O)nc2n1
-4,7,0,0,0,-13,-1,1,1,Oc1ccccc1-c1nnc(-c2ccc(C(F)(F)F)cc2)o1
-6,-12,-3,-21,5,6,-1,1,-1,CCOc1ccc(C(=O)CCNC(Cc2cnc[nH]2)C(=O)O)cc1 (stereo not given)
1,0,4,-5,-1,-2,-4,1.1,2,COc1ccccc1C1/C(=C(/O)c2ccccc2)C(=O)C(=O)N1CCO (stereo not given)
15,1,4,-11,3,8,-10,1.1,2,CC(C)C(=O)NC(c1ccco1)c1ccc2cccnc2c1O (stereo not given)
8,4,8,-1,8,1,0,0.97,-1,Cc1cccc(C)c1OCC(=O)Nc1cccc(NC(=O)c2ccco2)c1
-1,5,2,15,-22,16,8,1,2,C=CCn1c(SCc2nc3ccccc3[nH]2)nnc1-c1ccccn1
26,12,5,-13,-4,-20,-2,1,8,O=c1[nH]c2cc3c(cc2cc1C(c1nnnn1C1CCCCC1)N1CCSCC1)OCCO3 (stereo not given)
-4,0,-3,1,-16,3,6,1,3,CCC(=O)N(Cc1cc2cccc(C)c2[nH]c1=O)c1ccccc1OC
-17,0,2,-2,0,-17,-8,1.1,7,O=C(c1ccc(Cl)s1)N1CCc2ccccc21
17,-4,1,2,-14,7,13,0.99,3,O=C(NCC(c1cccnc1)N1CCOCC1)Nc1ccccc1 (stereo not given)
2,8,-1,12,11,-2,7,1,6,Cn1c2c(c3ccccc31)CCSC2=O
6,-5,1,1,5,7,8,1,2,O=C(O)c1cccc(N2C(=O)c3cccnc3C2=O)c1

Looked up by compound from the list above:
CatS block,FXIa inh mix,CatB mixtures,C1s inh,FXIIa inh mix,CatL block,Cathepsin G inh,A340 absorber,CatB block,canonical_smiles
20,3,0,-16,-13,·,-6,1.1,-1,CCCc1nc(SC2CCCC2)c2c(=O)n(C)c(=O)n(C)c2n1
6,7,4,5,-17,·,1,1,-2,COC(=O)c1ccc2c(=O)n(C3CCCCC3)c(SCC#N)nc2c1
